ERG-DNA inh = inhibitors of human ERG Ets domain-DNA interaction; P11308; fluorescence polarization, His-ERG Ets domain / labelled DNA; Potency, µM (series often up to 76.9 µM), without a hit: at the highest dose FP activity, negative = inhibition, hits mostly inhibitors; 0.028% of 370,000 active; AID 624246; active means well fitted inhibition curve with a large enough effect in the polarisation, with a control signal flat; inconclusive means small, poorly fitted or top-dose-only effect, or effect the other way, or a change in a side signal; inactive means no such curve, though single readings can be large or run the other way; the % refers to the polarisation;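 further: polarization taken with two DNA probes labelled with fluorescein and Texas red; potency means the concentration at half of the fitted maximal effect; % of control where 0% means no effect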
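His-tagged ERG Ets domain (1 uM in the protein solution; 300mM KCl, 50mM Tris-HCl, 1mM EDTA, 1mM DTT, pH 7.5) received compound, then a probe mix of 5 nM fluorescein-DNA and 100nM Texas-615-DNA. Fluorescence polarization was read for both dyes.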
ALOX12 inh = inhibitors of human 12S-lipoxygenase ALOX12; purified 12hLO, xylenol orange hydroperoxide absorbance; Potency, µM (doses to about 108 µM), inactives show at the top dose activity change, negative = inhibition, hits mostly inhibitors; 1.1% of 580,000 active; AID 1671190; further: potency means the concentration at half of the fitted maximal effect; on the % scale 0 is the no-effect control and ±100 the full control effect
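Purified human 12hLO (150 nM final) in 25 mM Hepes, 0.01% Triton X-100, pH 7.0 was preincubated 15 min at room temperature with compound. Then 40 uM arachidonic acid was added, 30 min. Hydroperoxide was read by Fe-XO absorbance ratio 573/405 nm.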
GLS inh = inhibitors of human glutaminase (GLS). AID 624170. 0.21% of 410,000 active. Potency, µM (top dose mostly 45.5 µM), for inactives: top-dose activity change, negative = inhibition, actives largely listed as inhibitors. O94925. GLS enzymatic activity, qHTS titration; further: potency means the concentration at half of the fitted maximal effect; on the % scale 0 is the no-effect control and ±100 the full control effect
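hKGA in 45 mM KH2PO4 pH 8.2, 0.02% Tween-20 with pin-transferred compounds; 1 mM L-glutamine (stock) plus glutamate oxidase/HRP/Amplex Red coupling added. Fluorescence read initially and after 30 min at RT.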
BAZ2B inh = BAZ2B (human) inhibition | Q9UIF8 | AlphaScreen BAZ2B-H3K14Ac peptide displacement | Potency, µM (titrated, usually from 114 µM), inactives show at the highest dose activity change, negative = inhibition, actives largely listed as inhibitors | 4.4% of 360,000 active; further: potency means the concentration at half of the fitted maximal effect; on the % scale 0 is the no-effect control and ±100 the full control effect; nearly all actives have a fitted effect of over 60% in size
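AlphaScreen displacement of biotin-H3(5-23)K14Ac peptide (50 nM final) from BAZ2B (50 nM final) in PBS pH 7.4, 0.01% Tween-20; complex preformed 30 min RT, then compounds (top 110 uM) 30 min RT, beads 20 min dark.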
JMJD2A Tudor inh = JMJD2A Tudor domain (human) inhibition. AlphaScreen JMJD2A-Tudor / H3K4me3 peptide binding. Potency, µM (series often up to 114 µM), inactives show top-dose activity change, negative = inhibition, hits mostly inhibitors. 4.4% of 390,000 active. AID 504339; further: potency means the concentration at half of the fitted maximal effect; on the % scale 0 is the no-effect control and ±100 the full control effect; nearly all actives have a fitted effect of over 50% in size
Target sequence (O75164 whole entry, looked up, the tested form may be a part): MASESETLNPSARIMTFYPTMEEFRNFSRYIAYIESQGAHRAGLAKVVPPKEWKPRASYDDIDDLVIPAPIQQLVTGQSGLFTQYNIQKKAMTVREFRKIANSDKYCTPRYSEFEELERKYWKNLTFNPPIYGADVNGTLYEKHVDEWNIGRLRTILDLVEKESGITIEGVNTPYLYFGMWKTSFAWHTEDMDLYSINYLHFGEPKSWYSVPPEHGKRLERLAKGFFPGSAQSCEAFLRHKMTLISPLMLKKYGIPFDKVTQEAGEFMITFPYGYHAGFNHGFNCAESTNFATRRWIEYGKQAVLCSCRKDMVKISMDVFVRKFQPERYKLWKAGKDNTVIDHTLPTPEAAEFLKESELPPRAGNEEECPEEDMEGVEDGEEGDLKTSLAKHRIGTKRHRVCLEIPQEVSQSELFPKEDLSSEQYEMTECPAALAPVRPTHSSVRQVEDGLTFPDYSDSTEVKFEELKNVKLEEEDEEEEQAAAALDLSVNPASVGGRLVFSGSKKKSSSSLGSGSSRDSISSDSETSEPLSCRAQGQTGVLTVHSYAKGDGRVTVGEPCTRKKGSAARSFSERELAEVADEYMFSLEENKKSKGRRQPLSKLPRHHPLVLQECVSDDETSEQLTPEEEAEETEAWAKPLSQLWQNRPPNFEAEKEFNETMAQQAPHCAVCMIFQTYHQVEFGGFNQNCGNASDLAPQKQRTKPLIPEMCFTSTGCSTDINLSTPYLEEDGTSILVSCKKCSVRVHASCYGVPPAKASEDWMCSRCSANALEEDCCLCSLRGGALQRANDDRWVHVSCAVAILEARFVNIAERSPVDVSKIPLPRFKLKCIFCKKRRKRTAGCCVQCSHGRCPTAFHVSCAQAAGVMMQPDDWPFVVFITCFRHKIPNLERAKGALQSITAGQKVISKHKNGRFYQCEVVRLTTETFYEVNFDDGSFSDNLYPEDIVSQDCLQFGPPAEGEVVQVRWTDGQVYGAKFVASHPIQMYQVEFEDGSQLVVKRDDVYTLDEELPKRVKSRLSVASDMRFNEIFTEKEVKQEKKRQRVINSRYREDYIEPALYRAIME
HP1b chromo inh = HP1-beta chromodomain-methylated histone interaction inhibition; P83916; AlphaScreen HP1-beta / biotin-H3K9me3 peptide binding; Potency, µM (titrated, usually from 114 µM), inactives show at the highest dose activity change, negative = inhibition, usual class: inhibitors; 0.56% of 390,000 active; further: potency means the concentration at half of the fitted maximal effect; nearly all actives have a fitted effect of over 70% in size; inactives centre near 23
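HP1-beta protein (50 nM final) preincubated 30 min at room temperature with biotinylated H3(1-18)K9me3 peptide (50 nM) in PBS pH 7.4, 0.01% Tween-20, then compound added for 30 min. AlphaScreen streptavidin donor/nickel chelate acceptor beads (10 ug/mL final), 30 min dark, luminescence read.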
G9a block = G9a (human) methyltransferase inhibition; G9a H3K9 monomethylation, AlphaScreen, 2 h; 8.8% of 350,000 active; Q96KQ7; Potency, µM (doses to about 102 µM), for inactives: at the top dose activity, negative = inhibition, hits mostly inhibitors; AID 504332; further: potency means the concentration at half of the fitted maximal effect; on the % scale 0 is the no-effect control and ±100 the full control effect; nearly all actives have a fitted effect of over 75% in size
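Using a bead-based AlphaScreen, monomethylated H3K9 product from 2 h room-temperature reactions (G9a 20 nM, peptide 500 nM, SAM 20 uM) was detected with 0.5 ug/mL rabbit anti-H3K9me1 antibody.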
PI4K2A block = inhibitors of human PI4K2A. Q9BTU6. purified PI4K2A, ADP-Glo luminescence, 1 h; hits give low values. activity change, negative = inhibition, % at 76.9 µM. 0.13% of 420,000 active; in the data active means activity change below about -50%; inconclusive means mostly about -30% to -49%;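 further: -100% = wells without enzyme as full effect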
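Compounds are screened against recombinant PI4K2A using PI as substrate and ATP, the latter dispensed at 300 microM. Reactions run one hour at ambient temperature before ADP-Glo detection; full inhibition defined by wells lacking enzyme.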
RGS4 inh = blocks human RGS4-accelerated GTP hydrolysis. 0.039% of 390,000 active. Transcreener GDP fluorescence polarization, RGS4-accelerated GTP hydrolysis. Potency, µM (titrated, usually from 114 µM), without a hit: top-dose activity change, negative = inhibition, actives largely listed as inhibitors. AID 504845; further: potency means the concentration at half of the fitted maximal effect; on the % scale 0 is the no-effect control and ±100 the full control effect; nearly all actives have a fitted effect of over 75% in size; some results filed as inactive show a strong effect at the top dose
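MLSMR compounds (23 nl, pin-transferred) preincubated 10 min at room temperature with a 500nM (2x) first reagent, then RGS4 at 900nM (2x) plus Transcreener GDP mix added; fluorescence polarization (620/688 nm) read before and after 90 min at 30 °C.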
* marks the source's active call; other numbers are inactive results; i = inactive; u = inconclusive; x = no result given; & = joins results of further samples; [ ] = dose if it differs, or a comment. Unless noted, the call rests on the fitted dose curve; in most records, active means well fitted curve in the direction sought with a large enough effect; inconclusive means small, poorly fitted or top-dose-only effect, or another doubt; inactive means no such curve, though single readings can be large; an effect the other way counts as inactive or inconclusive.

SMILES | ERG-DNA inh | ALOX12 inh | GLS inh | BAZ2B inh | JMJD2A Tudor inh | HP1b chromo inh | G9a block | PI4K2A block | RGS4 inh
CC(=O)c1c(C)oc2ccc(N(C(=O)Oc3ccccc3)S(=O)(=O)c3ccccc3)cc12 | 5% | -8% | -7% | 1% | -27% | 16% | u | -5 | -3%
O=C(COC(=O)c1cc(S(=O)(=O)N2CCOCC2)ccc1F)NC1CC1 | 5% | 6% | -8% | x | 1% | 36% | x | -3 | 7%
Cc1ccccc1OC(=O)c1cccnc1 | 11% | -12% | -4% | -25% | 0% | 34% | 35%[59 µM] | 1 | 0%
CCOC(=O)C(C)Oc1ccc(NC(=O)C(Cl)Cl)cc1 (stereo unspecified) | 3% | 0% | 3% | 1% | -3% | 22% | -6%[59 µM] | -3 | -17%
O=C(/C=C/c1ccco1)Nc1nnc(-c2ccco2)s1 | 14% | -21% | -2% | 2% | -14% | 29% | 10% | -3 | 15%
COc1ccccc1CNC(=O)COC(=O)c1cc(S(=O)(=O)N2CCOCC2)ccc1Cl | 17% | 11% | -5% | 5% | -12% | 29% | u | -5 | -31%
CC(=O)N1CCN(C(=O)CNc2cc(C(F)(F)F)ccc2OCC(F)(F)F)CC1 | -1% | 0% | 7% | 0% | -3% | 64%[activator] | -7% | -3 | -30%
O=C(c1ccc(N2CCCCS2(=O)=O)cc1)N1CCN(c2ccc(N3CCOCC3)nn2)CC1 | 4% | 15% | 4% | -5% | -15% | 26% | -12% | -6 | 2%
CCN(CC)S(=O)(=O)c1ccc(-c2ccc(S(=O)(=O)N(CC)CC)cc2)cc1 | 5% | -18% | -18% | 12% | -1% | 53%[activator] | 40%[12.7 µM] | 4 | 0%
COCC(=O)N(c1ccc(C(C)C)cc1)C1C=CS(=O)(=O)C1 (stereo unspecified) | -12% | 19% | -1% | 1% | 2% | 23% | 2%[12.7 µM] | 4 | -21%
CNC(=O)c1ccccc1Sc1ccccc1CO | 2% | -6% | 1% | -8% | -12% | 28% | -42% | -5 | 0%
Cc1cccc(C(=O)NNC(=O)c2ccc(F)cc2)c1 | 4% | -11% | -4% | -6% | 7% | 37% | -6%[59 µM] | 1 | -1%
NC(=O)c1ccc(C(=O)c2ccc([N+](=O)[O-])cc2)cc1 | -11% | -27% | 2% | 3% | -14% | 21% | 4%[59 µM] | 1 | -7%
Cc1nnc(NC(=O)CSc2nnc(Cc3ccccc3)n2-c2ccccc2)s1 | 12% | 41% | 15% | -7% | -32% | 21% | u | -15 | 5%
CCOC(=O)C(NCCOC)(NC(C)=O)C(F)(F)F (stereo unspecified) | -3% | 197%[activator] | -2% | -2% | -12% | 26% | -1% | 1 | 15%
CC(C)(C)CN1CCN(CC#Cc2ccccc2)CC1CCO (stereo unspecified) | 11% | 26% | 4% | -3% | -24% | 21% | x | 2 | 3%
O=C(Nc1ccc(Br)c(Cl)c1)c1ccc(C(=O)Nc2ccc(Br)c(Cl)c2)cc1 | -2% | 5% | -9% | 2% | -4% | 45%[activator] | u | 1 | 9%
Cc1ccc(C(=O)NCCCN2CCOCC2)cc1N1CCCC1=O | -6% | 0% | 7% | 7% | 3% | 40%[activator] | x | -2 | 16%
CC(C)(C)Nc1nc(NCc2cccnc2)nc(N2CCOCC2)n1 | 3% | -21% | 4% | 9% | -12% | 35% | u | 5 | -20%
CCC1CCc2c(n(C)c3ccccc3c2=O)O1 (stereo unspecified) | 1% | -15% | 9% | 3% | -8% | 25% | 4% | 6 | 16%
COc1ccc(CCC(=O)NNC(=O)Nc2cccc(Cl)c2)cc1 | 1% | i | 15% | -17% | -8% | 53%[activator] | 8% | -9 | 22%
Cc1ccc(C(=O)N/C(=C\c2ccc(F)cc2)C(=O)NCCCn2ccnc2)cc1 | 1% | 0% | -1% | 79µM* | -15% | 55%[activator] | 8% | 1 | 4%
CCC(=O)c1ccc(OCC(O)CN2CCOCC2)cc1 (stereo unspecified) | 0% | 0% | 15% | 9% | -3% | 24% | 0%[12.7 µM] | 2 | -41%
COc1cccc(Oc2cc(NN3CCCCC3)c([N+](=O)[O-])cc2[N+](=O)[O-])c1OC | 1% | u | 2% | 8.9µM* | u | -27% | 40µM* | -5 | -18%
COc1ccc(CCNC(=O)NC23CC4CC(CC(C4)C2)C3)cc1 | x | 5% | -4% | 5% | -5% | 38%[activator] | -6% | 0 | -14%
(more compounds)
SMILES | ERG-DNA inh | ALOX12 inh | GLS inh | BAZ2B inh | JMJD2A Tudor inh | HP1b chromo inh | G9a block | PI4K2A block | RGS4 inh
CC(C)CNS(=O)(=O)c1ccc(CCC(=O)N2CCOCC2)cc1 | -5% | 0% | -19% | -3% | 15% | 43% | -2%[59 µM] | 2 | -18%
Cc1ccc2nc3cc([N+](=O)[O-])cc([N+](=O)[O-])c3cc2c1 | 1% | -14% | 2% | -30% | u | 6% | -14%[59 µM] | -12 | -23%
CCCC(=O)NNC(=O)CCC(=O)Nc1ccccc1Cl | -6% | i | 1% | -10% | -9% | 28% | -4% | 0 | 15%
COc1ccccc1CNC(=O)CSc1nc2nc(C)c(Cc3ccccc3C)c(C)n2n1 | -6% | u | 4% | 9% | -15% | 52%[activator] | 10%[59 µM] | -2 | -25%
CC(=O)Nc1ccc(NC(=O)COC(=O)c2ccccn2)cc1 | 0% | -11% | 1% | 50µM* | -5%[57.1 µM] | 36% | 45µM* | -1 | -26%
O=C(Nc1c(C(=O)c2ccccc2)oc2ccccc12)c1cc(=O)c2ccccc2o1 | 9% | -6% | -1% | 1% | 0% | 42%[activator] | 1%[59 µM] | 1 | -17%
Cc1ccc2nc(NC(=O)c3ccc(Br)o3)sc2c1 | 2% | -59% | 0% | 6%[0.457 µM] | 0% | 8% | 11%[59 µM] | -5 | 5%
Cc1cc(=O)oc2cc(OCC(=O)NC3(C#N)CCCCC3)c(Cl)cc12 | -6% | u | 7% | 5% | 6% | 27% | -29% | -3 | -12%
CCOCCCNC(=O)c1cn(CC)c2ccc(S(=O)(=O)N3CCOCC3)cc2c1=O | -4%&1% | 4%&-13% | 2%&2% | 0% | -11%&3% | 13%[57 µM] | 55%[activator] | 6&1 | 7%&-12%
O=C(CC1CC2CCC1C2)N1CCN(S(=O)(=O)c2ccccc2F)CC1 (stereo unspecified) | 0% | -14% | -8% | 16% | 5% | 33% | 6%[59 µM] | 4 | -32%
CCCOC(=O)Nc1sc2c(c1C(=O)OCC)CCC2 | x | 4% | 15% | 10% | 27% | 49%[activator] | 18% | 2 | 3%
O=C(CSc1nc2ccc([N+](=O)[O-])cc2s1)NCC1CCCO1 (stereo unspecified) | 20% | -7% | -3% | -1% | 4% | 9% | -9% | -24 | -6%
O=C(NN=Cc1ccc([N+](=O)[O-])cc1)C1CC1 | 2% | -13% | -5% | x | -9% | 17% | x | 6 | -10%
Cc1noc(C)c1NC(=O)N(C)C[C@H]1Oc2ccc(NS(=O)(=O)c3c(C)noc3C)cc2C(=O)N([C@H](C)CO)C[C@@H]1C | -7% | -8% | -2% | x | -13% | 42%[activator] | x | 0 | 0%
CC(C)c1ccc(-c2c(C#N)c(N)nc(SCC(=O)N3CCCCC3)c2C#N)cc1 | 5% | 0% | -21% | 7% | -18% | -20% | u | 0 | -31%
COc1ccc(C(=O)N(C)Cc2ccc(C)o2)cc1OC1CCN(C(C)C)CC1 | u | 0% | 2% | -18% | -11% | 12% | u | -8 | -45%
Cc1nc2ccccc2c(=O)n1NC(=O)c1cccc(Cl)c1 | -6% | 0% | -4% | -2% | -8% | 5% | 0% | 2 | -12%
Cc1ccc(S(=O)(=O)N2CCN(C(=O)N3CCCC3)CC2)cc1 | 7% | u | 2% | 2% | -12% | 8% | -9% | 0 | 25%
O=C1C2Sc3[nH]c(=O)sc3C(c3cc([N+](=O)[O-])ccc3O)C2C(=O)N1c1ccccc1 (stereo unspecified) | 3% | -21% | -7% | u | -23% | 2%[57 µM] | 0%[12.7 µM] | -2 | -20%
C[C@@H]1O[C@@H](O[C@H]2[C@H](Oc3cc(O)c4c(c3)O[C@H](c3ccc(O)cc3)CC4=O)O[C@H](CO)[C@@H](O)[C@@H]2O)[C@H](O)[C@H](O)[C@H]1O | -1% | -7% | 8% | -16% | -10% | 56%[activator] | 45µM* | -3 | i
CCOc1ccc(CCNC(=O)CN2CCN(Cc3ccccc3C)C2=O)cc1OCC | -1% | -16% | -1% | -25% | -10% | 21% | -3%[59 µM] | 8 | 11%
COc1ccc(/C(=N/OC(C)=O)c2nccc3cc(OC)c(OC)cc23)cc1OC | -5% | 1% | 0% | -8% | -11% | 22% | x | -1 | 27%

Compounds shown so far with a cyano group:
SMILES | ERG-DNA inh | ALOX12 inh | GLS inh | BAZ2B inh | JMJD2A Tudor inh | HP1b chromo inh | G9a block | PI4K2A block | RGS4 inh
Cc1cc(=O)oc2cc(OCC(=O)NC3(C#N)CCCCC3)c(Cl)cc12 | -6% | u | 7% | 5% | 6% | 27% | -29% | -3 | -12%
CC(C)c1ccc(-c2c(C#N)c(N)nc(SCC(=O)N3CCCCC3)c2C#N)cc1 | 5% | 0% | -21% | 7% | -18% | -20% | u | 0 | -31%

Screening results from PubChem BioAssay.

These rows are one share of the data; the hit share may differ from the screen's.
